NR2F2 inh: blocks human COUP-TFII nuclear receptor; 0.7% of 370,000 active; HEK293T NGFI-A luciferase reporter, luminescence; inhibition, % at 8.6 µM; AID 686940;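 active means inhibition above a per-plate cutoff, mean inhibition of test wells between control levels plus 3 SD, cut at about 38% in these data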;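 further: cells cotransfected with COUP-TFII expression vector driving the NGFI-A reporter; 0% = median of COUP-TF2 test wells and 100% = reporter-only cells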
EBV LMP1 NFkB: reduces LMP1-driven NF-kappaB luciferase signal; LMP1-induced NF-kappaB luciferase reporter cells, luminescence; inhibition, % at 12.5 µM; 0.69% of 350,000 active; in the data active means inhibition above about 41%;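 further: 0% = neutral control wells and 100% = reference inhibitor control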
NCOA3 inh: human NCOA3 inhibition | Q9Y6Q9 | HEK293 GAL4-SRC3 luciferase reporter, luminescence | inhibition, % at 3.6 µM | 0.17% of 360,000 active;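 active means inhibition above a per-campaign cutoff, the mean of all compounds plus 3 SD, cut at about 60% in these data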;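 further: 0% = DMSO-treated cells and 100% = gossypol-treated cells at 36 µM; higher means less SRC3-driven luciferase light from the GAL4 reporter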
NCOA1 inh: inhibits human SRC1 coactivator; Q15788; HEK293 GAL4-SRC1 luciferase reporter, luminescence; inhibition, % at 3.6 µM; 0.12% of 360,000 active;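 active means inhibition above the campaign mean plus 3 SD, with each screening campaign given its own cutoff, cut at about 60% in these data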;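 further: 0% = DMSO treated cells and 100% = gossypol at 36 µM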
Target sequence (Q15788 whole entry, looked up, the tested form may be a part): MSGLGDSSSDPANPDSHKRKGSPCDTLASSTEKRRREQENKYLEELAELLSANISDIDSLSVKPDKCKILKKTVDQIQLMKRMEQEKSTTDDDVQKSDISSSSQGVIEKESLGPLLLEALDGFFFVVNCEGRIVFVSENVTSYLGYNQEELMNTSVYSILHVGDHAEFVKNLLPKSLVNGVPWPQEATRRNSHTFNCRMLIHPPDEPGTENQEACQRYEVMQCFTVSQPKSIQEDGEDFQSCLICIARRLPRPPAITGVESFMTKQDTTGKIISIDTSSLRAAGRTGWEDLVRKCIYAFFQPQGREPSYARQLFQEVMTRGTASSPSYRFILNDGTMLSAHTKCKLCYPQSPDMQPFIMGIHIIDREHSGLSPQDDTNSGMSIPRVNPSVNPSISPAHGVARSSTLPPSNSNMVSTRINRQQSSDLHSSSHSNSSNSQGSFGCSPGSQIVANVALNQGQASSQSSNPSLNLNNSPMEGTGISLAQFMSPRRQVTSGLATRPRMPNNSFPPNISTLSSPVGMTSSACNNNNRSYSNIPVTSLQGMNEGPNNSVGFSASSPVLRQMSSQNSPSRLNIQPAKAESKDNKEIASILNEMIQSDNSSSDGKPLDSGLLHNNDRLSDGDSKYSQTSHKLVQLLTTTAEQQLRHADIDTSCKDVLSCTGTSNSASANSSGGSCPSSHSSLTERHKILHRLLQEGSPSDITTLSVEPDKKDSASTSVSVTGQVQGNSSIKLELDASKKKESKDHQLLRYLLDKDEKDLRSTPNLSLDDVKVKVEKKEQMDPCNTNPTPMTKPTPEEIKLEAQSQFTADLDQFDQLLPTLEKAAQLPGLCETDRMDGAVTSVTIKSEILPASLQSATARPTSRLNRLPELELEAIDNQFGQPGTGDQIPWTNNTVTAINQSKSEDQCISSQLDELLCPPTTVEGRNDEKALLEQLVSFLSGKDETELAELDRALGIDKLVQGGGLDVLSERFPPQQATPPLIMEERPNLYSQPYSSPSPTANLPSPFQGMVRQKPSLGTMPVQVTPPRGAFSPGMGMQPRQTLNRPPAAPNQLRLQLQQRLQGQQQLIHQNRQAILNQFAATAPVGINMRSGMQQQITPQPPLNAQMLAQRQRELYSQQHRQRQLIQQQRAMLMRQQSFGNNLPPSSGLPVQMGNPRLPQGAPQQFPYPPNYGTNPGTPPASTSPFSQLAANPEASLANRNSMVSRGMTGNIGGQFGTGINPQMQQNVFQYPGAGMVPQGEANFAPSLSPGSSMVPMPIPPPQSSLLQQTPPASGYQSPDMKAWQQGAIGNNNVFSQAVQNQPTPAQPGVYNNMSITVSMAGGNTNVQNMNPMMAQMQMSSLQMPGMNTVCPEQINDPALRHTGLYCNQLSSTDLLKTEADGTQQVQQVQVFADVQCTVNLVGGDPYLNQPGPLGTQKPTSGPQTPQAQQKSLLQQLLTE
KKLEB cytotox: CF airway cell cytotoxicity counter-screen | KKLEB CF airway cells viability, ATPlite luminescence, overnight; active compounds read low; cells stimulated with P. aeruginosa culture filtrate | activity change (cytotoxicity), % at 5 µM | AID 602141 | 0.36% of 360,000 active;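 active means corrected activity change at or below -50% at 5 µM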
TWEAK-Fn14 inh: blocks TWEAK-Fn14 interaction in a reporter cell assay | TWEAK-stimulated Fn14 reporter cells, luciferase luminescence, 8 h | 2% of 360,000 active | inhibition, % at 10 µM; in the data active means inhibition above about 50%
NCOA2 inhibitor: inhibits human steroid receptor coactivator 2; Q15596; HEK293 GAL4-SRC2 luciferase reporter, luminescence; inhibition, % at 9 µM; 0.17% of 370,000 active; AID 651957;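 active means inhibition above the mean inhibition of all tested compounds plus 3 SD, set per campaign, cut at about 52% in these data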;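 further: 0% = DMSO treated cells and 100% = cells given Gossypol at 36 µM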
LRH-1 inv ag: inverse agonists of human LRH-1 (NR5A2). O00482. HEK293T StAR-luciferase reporter, LRH-1 transfected, 24 h. inhibition, % at 3.6 µM. 0.13% of 360,000 active. AID 602396;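 active means inhibition above the mean inhibition of all tested compounds plus 3 SD, cut at about 73% in these data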;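 further: 0% = DMSO wells and 100% = reporter-only cells lacking LRH-1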
TROY signal inh: blocks TROY-dependent signaling in reporter cells; 0.98% of 360,000 active; inhibition, % at 10 µM; Q293 LMP1-TROYcd NF-kB luciferase reporter, 4 h; AID 1347056;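 active means compounds whose plate-normalised and pattern-corrected inhibition of the luciferase reporter signal at the single screening dose is 50% or more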
CF NFkB block: blocks PAF-induced NF-kB reporter in cystic fibrosis cells; KKLEB NF-kB-GFP reporter, GFP fluorescence overnight; inhibition, % at 5 µM; 0.86% of 360,000 active; AID 588850;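 active means at least 50% inhibition at 5 µM, scaled per plate between neutral and stimulator controls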;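 further: PAF is a Pseudomonas aeruginosa culture filtrate used as stimulus; plate controls were PAF-stimulated DMSO wells for no effect and unstimulated DMSO wells for full effect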
TRAIL sens C8: caspase-8 TRAIL sensitization | inhibition (viability loss, TRAIL sensitization), % at 10 µM | NB7+C8 cells + TRAIL, ATPlite viability luminescence | 1% of 360,000 active;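 active means compounds causing at least 50% loss of cell viability in the single-dose screen, relative to plate controls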
The depositor's hits bear a star; / = not tested or not shown.

SMILES | NR2F2 inh | EBV LMP1 NFkB | NCOA3 inh | NCOA1 inh | KKLEB cytotox | TWEAK-Fn14 inh | NCOA2 inhibitor | LRH-1 inv ag | TROY signal inh | CF NFkB block | TRAIL sens C8
CCc1c(C)nc(SCC(=O)N2CCCCC2CC)[nH]c1=O (stereo not drawn) | -4 | -10 | 10 | -5 | -4 | -13 | -44 | 22 | 19 | -21 | -14
CCN(CC)c1ccc2cc(-c3nc(-c4cc5ccccc5oc4=O)cs3)c(=O)oc2c1 | -5 | 8 | -16 | -22 | -22 | -7 | -40 | -33 | -41 | -261 | 8
COc1ccc(-c2sc3cc(OC)ccc3c2-c2ccc(OCCN3CCCCC3)cc2)cc1 | 9 | / | / | / | / | -10 | 1 | 5 | -3 | / | 17
O=C1CC(c2ccsc2)c2cc3c(cc2N1)OCCO3 (stereo not drawn) | -3 | -15 | -2 | 5 | 6 | 8 | -7 | 2 | 5 | 8 | 5
CCOC(=O)c1cnn(-c2ccccc2)c1NC(=O)C(F)(F)C(F)(F)C(F)(F)F | -19 | -5 | 27 | 20 | -6 | -4 | 1 | 20 | -8 | 3 | -2
CCN(CC(=O)Nc1ccc(NC(C)=O)cc1)C(=O)Cc1cccc2ccccc12 | -9 | -4 | 1 | -10 | -8 | -2 | -7 | -9 | -7 | 17 | 6
CC(OC(=O)c1cccn1C)C(=O)Nc1ccc2c(c1)OCO2 (stereo not drawn) | 13 | -14 | -4 | 1 | 2 | -21 | 6 | -1 | 0 | 11 | -13
Cc1ccc(N2CCN(S(=O)(=O)N3CCOCC3)CC2)cc1C | -5 | -6 | 11 | -8 | 5 | -14 | 3 | -13 | -14 | -10 | -2
CC1CCCCN1c1ccc(N)cc1C(N)=O (stereo not drawn) | 8 | -1 | 13 | -11 | 1 | -11 | -9 | 15 | -2 | -12 | -2
CCOC(=O)c1sc(N(Cc2ccccc2)C(=O)CCl)nc1C | -3 | 1 | -19 | -11 | -40 | -36 | 7 | -27 | 0 | 65* | 87*
CCOc1ccc(NC(=O)Nc2nc3ccc(S(C)(=O)=O)cc3s2)cc1 | -4 | -9 | -24 | 10 | -20 | -24 | -12 | -41 | -21 | 12 | -6
COc1cc(C(=O)NCCOc2ccc(Cl)cc2)ccc1OCc1c(C)noc1C | 15 | 8 | 19 | 3 | -12 | 12 | 19 | 10 | 8 | -9 | 25
COC(=O)CSc1nnc(CNc2ccc(F)cc2)o1 | -12 | -12 | 1 | -14 | 3 | -16 | -8 | 10 | -16 | 7 | -10
Cc1ccc(C)c(NC(=S)NNC(=O)c2cc3c(s2)CCC(C)C3)c1 (stereo not drawn) | -3 | -8 | -4 | 5 | 6 | -1 | -21 | 18 | -17 | 4 | 1
c1cc(-c2nnc(-c3ccncc3)o2)ccn1 | -5 | 5 | 7 | -5 | -7 | -5 | -1 | -7 | -16 | 6 | 0
O=S1(=O)[C@H]2C[C@@H]3C=C[C@@]2(CN1Cc1ccc(Cl)cc1)O3 | -10 | 5 | -12 | -16 | 0 | 6 | -5 | -26 | -9 | 32 | 2
O=C1CCSc2c1ccc1ccccc21 | 23 | -1 | -6 | -55 | 20 | 0 | -15 | 13 | -28 | -12 | 2
CC1NC(=S)N(C2CCCCC2)C1=O (stereo not drawn) | -6 | 16 | 15 | 3 | 10 | 4 | -2 | 10 | -40 | -14 | -10
COc1ccc(S(=O)(=O)N2CCC(C(=O)N3CCN(C)CC3)CC2)cc1Cl | 13 | -4 | 10 | -30 | 0 | 38 | 2 | 1 | -11 | -14 | -17
C=CCn1c(CCNC(=O)c2cccs2)nnc1SCC(=O)c1ccc(Cl)cc1 | -15 | -8 | -4 | 8 | 6 | -7 | -1 | -15 | 15 | 7 | -21
CCCCN(C(=O)c1ccc(S(=O)(=O)N2CCCC2)cc1)C1CCS(=O)(=O)C1 (stereo not drawn) | -8 | -3 | 11 | -42 | 14 | -3 | 8 | 21 | -3 | -8 | -4
COc1ccc(S(=O)(=O)N(C)CC(=O)Nc2ccccc2SC)cc1Cl | 6 | 1 | 1 | 0 | 9 | -27 | -8 | 5 | 8 | 9 | 5
Cc1cc2nn(-c3ccccc3)nc2cc1NC(=O)c1cccs1 | -14 | -26 | -75 | -85 | 3 | -37 | -65 | -48 | -62 | -30 | 19
CC1(C)CC2(CCO1)N1CC3(C)CN2CC(C)(C1)C3=O (stereo not drawn) | 1 | 2 | -6 | -4 | -12 | -20 | 1 | -8 | 11 | 18 | -1
CCOC(=O)/C=C(C)\C=C\c1c[nH]c2ccccc12 | 0 | -21 | -34 | -22 | 3 | 14 | 10 | 8 | 4 | -3 | 3

In the list so far, two contain an NH in an aromatic ring.
SMILES | NR2F2 inh | EBV LMP1 NFkB | NCOA3 inh | NCOA1 inh | KKLEB cytotox | TWEAK-Fn14 inh | NCOA2 inhibitor | LRH-1 inv ag | TROY signal inh | CF NFkB block | TRAIL sens C8
CCc1c(C)nc(SCC(=O)N2CCCCC2CC)[nH]c1=O (stereo not drawn) | -4 | -10 | 10 | -5 | -4 | -13 | -44 | 22 | 19 | -21 | -14
CCOC(=O)/C=C(C)\C=C\c1c[nH]c2ccccc12 | 0 | -21 | -34 | -22 | 3 | 14 | 10 | 8 | 4 | -3 | 3

Continuation:
SMILES | NR2F2 inh | EBV LMP1 NFkB | NCOA3 inh | NCOA1 inh | KKLEB cytotox | TWEAK-Fn14 inh | NCOA2 inhibitor | LRH-1 inv ag | TROY signal inh | CF NFkB block | TRAIL sens C8
Cc1ccc(-n2c(O)c(/C=N/Nc3ccc(S(=O)(=O)N4CCOCC4)cc3[N+](=O)[O-])c3ccccc3c2=O)c(C)c1 | 18 | 6 | 16 | 16 | -50 | 82* | 29 | -2 | 42 | 43 | 49
CC1CCc2c(C(=O)NCc3ccco3)csc2C1 (stereo not drawn) | -16 | 5 | -32 | -19 | 6 | -33 | -26 | 5 | -30 | 4 | 6
CCc1ccc(C(=O)COC(=O)CNC(=O)CNS(=O)(=O)c2ccccc2)cc1 | -2 | -3 | -2 | -2 | -2 | 11 | -22 | 8 | -8 | -3 | 2
Cc1ccccc1SCC(=O)NCC(c1ccc(F)cc1)N1CCOCC1 (stereo not drawn) | -1 | -1 | 5 | -18 | -3 | -2 | 10 | -16 | 3 | 14 | 12
CCCS(=O)(=O)NC(=O)C1(C)CCCN(C(=O)c2cc(-c3ccccc3)cs2)C1 (stereo not drawn) | 2 | / | 5 | -2 | -4 | -1 | 14 | -15 | -6 | -12 | 17
N#C/C(=C\C=C\c1ccccc1[N+](=O)[O-])C(=O)NCc1ccccc1 | 9 | -82 | -76 | -15 | -2 | 88* | 17 | 14 | 26 | -35 | -13
CCOc1ccccc1NC(=O)C(OC(=O)c1cnccn1)c1ccccc1 (stereo not drawn) | 10 | 4 | -23 | -30 | -7 | -26 | -30 | 8 | -9 | 8 | -3
CCOC(=O)c1c(NC(=O)CCN2C(=O)c3cccc([N+](=O)[O-])c3C2=O)sc(C(=O)OC(C)C)c1C | -8 | -3 | 15 | 7 | 12 | -17 | 19 | 6 | -19 | -13 | 8
O=C1C=CC(=Nc2cccc3c2C(=O)c2ccccc2-3)O1 | / | 39 | -56 | -46 | 2 | -19 | / | -74 | -84 | -46 | 13
CCOc1ncccc1C(=O)Nc1ccc(OC)c(S(=O)(=O)N2CCOCC2)c1 | -4 | 0 | 9 | -73 | 6 | 13 | -18 | 11 | 15 | -7 | -1
COc1ccc2sc(C)nc2c1NC(C)=O | -2 | -1 | -31 | 3 | 10 | -1 | -7 | 5 | 12 | -7 | -12
Nc1ncnc2c1C(c1ccccc1)c1c(ccc3ccccc13)O2 (stereo not drawn) | -68 | -39 | -13 | -38 | -4 | -76 | -41 | -5 | 57* | -38 | 13
COc1ccc(C(=O)NC(=S)NCc2cccnc2)cc1Br | 3 | 6 | 11 | -20 | 4 | -8 | 10 | 30 | -9 | 1 | 2
COCCSc1nnc(NC(=O)c2cc(OC)c(OC)cc2[N+](=O)[O-])s1 | 3 | 4 | 11 | -1 | 14 | 3 | 7 | 12 | 15 | 7 | 9
Cc1ccc(C(=O)NS(=O)(=O)c2ccccc2)cc1 | -3 | -3 | 9 | -8 | -6 | -14 | -8 | -9 | -20 | 9 | 5
Cc1ccc(CNC(=O)C2CCN(S(=O)(=O)c3ccc(Br)s3)CC2)cc1 | 17 | -5 | -31 | -5 | 4 | 4 | 5 | -3 | 2 | 6 | -1
CCOC(=O)c1c(C)c(C)n(Cc2ccc(OC)c(OC)c2)c1C | 1 | 11 | 7 | -5 | 17 | -1 | 10 | -11 | 3 | 15 | -13
CC(C)(C)NC(=O)COC(=O)/C=C/c1ccc(F)cc1 | 4 | -1 | 26 | 0 | 0 | -1 | 7 | -13 | -22 | -4 | -1
CN(CC(=O)Nc1ccccc1C(F)(F)F)C(=O)Cn1c(=O)oc2ccccc21 | -7 | -7 | -5 | -8 | 10 | -5 | -1 | -15 | -10 | -33 | -16
Cc1cccc(C)c1NC(=O)Nc1nc(CN(C)C)cs1 | -12 | / | 0 | -15 | 17 | 12 | -15 | -5 | -5 | 14 | 1
CN1CCN(c2ccccc2NC(=O)c2ccc(N3CCCCC3)c([N+](=O)[O-])c2)CC1 | -7 | -9 | 18 | 5 | 1 | -15 | -26 | 24 | -2 | -9 | 10
CCC(CC)c1nnc(NC(=O)COc2ccc3c(C)cc(=O)oc3c2)s1 | 20 | 8 | 4 | -25 | -10 | -9 | 1 | 22 | -36 | -10 | -9
CCOc1ccccc1/C=N/NC(=O)c1nnn(-c2nonc2N)c1CN1CCCCCC1 | -12 | -5 | -1 | 9 | 9 | -26 | -31 | 2 | -2 | -15 | -10
CC1(C)Cc2nc3oc4c(=O)n(CC(=O)Nc5ccccc5)cnc4c3cc2CO1 | -5 | -7 | -12 | -27 | 4 | -3 | -29 | 5 | -19 | -6 | -13
CCc1ccc(C2=NN(CCC(=O)NCc3cccs3)C(=O)CC2)cc1 | 14 | 2 | -10 | -8 | 2 | -6 | -31 | 6 | -9 | -2 | -2
Carrying on.
SMILES | NR2F2 inh | EBV LMP1 NFkB | NCOA3 inh | NCOA1 inh | KKLEB cytotox | TWEAK-Fn14 inh | NCOA2 inhibitor | LRH-1 inv ag | TROY signal inh | CF NFkB block | TRAIL sens C8
COc1ccccc1Nc1ccc([N+](=O)[O-])cc1N | 10 | 3 | 9 | -24 | 4 | -4 | 4 | 0 | 0 | 2 | -6
CC(C)(C)[C@@H]1COC(=O)[C@H](Cc2ccc(F)cc2)CC/C=C\C[C@@H](CC(=O)NCCO)C(=O)N1 | 9 | -4 | 10 | 3 | 14 | 9 | 6 | -5 | 1 | -15 | -5
Cc1cccc2cc(C#N)c(N3CCOCC3)nc12 | -11 | 4 | 5 | 6 | 4 | 54* | 6 | 27 | -18 | -2 | -5
CN(C)c1ccc(/C=N/Nc2nc3ccccc3o2)cc1 | -28 | 24 | -75 | -116 | -13 | 81* | -52 | -130 | 53* | 1 | 48
COc1cc(C=C2C(=O)c3ccccc3C2=O)cc(OC)c1OC | -12 | -1 | 13 | -17 | -5 | 2 | -7 | -8 | -5 | 7 | -7
Cc1ccc(S(=O)(=O)NCCC(=O)OCC(=O)Nc2cccc(Cl)c2)cc1 | 1 | -1 | 4 | -2 | -28 | -3 | 2 | -14 | 9 | 14 | 5
O=C(OCC(=O)N1CCc2ccccc21)[C@@H]1CC(O)CN1S(=O)(=O)c1ccccc1[N+](=O)[O-] (stereo partly drawn) | 14 | -9 | 7 | -4 | -10 | 11 | -11 | 2 | 11 | -3 | -9

Source: PubChem (several laboratories)
